PV pol inh = inhibitors of poliovirus RNA polymerase binding and polymerization; P03300; poliovirus polymerase elongation, fluorescence polarization; hits give low values; % elongation, % (compound at 16.7 µg/mL); 150,000 compounds, 0.66% hits; in the data active means % elongation below about 90%; further: some results filed as inactive read as strong as hits
Target sequence (P03300 1749-2209 limits assumed): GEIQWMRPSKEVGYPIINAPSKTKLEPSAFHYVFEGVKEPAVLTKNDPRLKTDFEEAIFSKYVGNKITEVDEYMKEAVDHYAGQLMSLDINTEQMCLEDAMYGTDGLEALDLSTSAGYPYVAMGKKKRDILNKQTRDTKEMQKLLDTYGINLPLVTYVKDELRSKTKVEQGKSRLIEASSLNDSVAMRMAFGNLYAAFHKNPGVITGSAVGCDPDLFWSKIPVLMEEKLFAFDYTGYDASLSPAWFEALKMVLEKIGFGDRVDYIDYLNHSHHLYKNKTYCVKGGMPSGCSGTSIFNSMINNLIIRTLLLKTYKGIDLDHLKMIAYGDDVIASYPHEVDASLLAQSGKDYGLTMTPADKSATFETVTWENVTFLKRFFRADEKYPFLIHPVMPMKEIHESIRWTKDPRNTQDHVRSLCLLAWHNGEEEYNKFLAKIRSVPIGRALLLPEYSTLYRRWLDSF
PV pol inh FP z-score = recorded beside PV pol inh, whose call it bears; z-score; measured here: FP z-score; hits read low
The depositor's hits bear a star. Some of the compounds tested; the hit share may differ from the screen's.

Every second line gives: PV pol inh | PV pol inh FP z-score
COc1ccccc1OCCn1c(NC(=O)c2ccccc2Cl)nc2ccccc21
→ 101.0 | -0.8
C=CCN(c1ccccc1)S(=O)(=O)c1ccc2c(c1)OC(C)CN2C(C)=O (stereo not drawn)
→ 106.0 | 0.6
CC(=O)NC(C)(C)C(=O)N1CCCC1C(=O)NC(C)(C)C(=O)NC(C)C(=O)NC(C)(C)C(=O)NC(C)C(=O)NC(CCC(N)=O)C(=O)NC(C)(C)C(=O)NC(C(=O)NC(C)(C)C(=O)NCC(=O)NC(CC(C)C)C(=O)NC(C)(C)C(=O)N1CCCC1C(=O)NC(C(=O)NC(C)(C)C(=O)NC(C)(C)C(=O)NC(CCC(=O)O)C(=O)NC(CCC(N)=O)C(=O)NC(CO)Cc1ccccc1)C(C)C)C(C)C (stereo not drawn)
→ 99.0 | -0.9
Cc1cc(C)nc(NC(=S)Nc2ccccc2)n1
→ 101.0 | -0.2
CCn1nnc2cc(C(=O)Nc3ccc(C)c(Cl)c3)ccc21
→ 113.0 | 1.2
O=C(NC1CCCCC1)c1ccc2c(c1)N(Cc1ccc(F)cc1)C(=O)c1ccccc1S2(=O)=O
→ 100.0 | -1.6
CC1CN(C(=O)COC(=O)c2ccc(S(=O)(=O)N3CCCC3)cc2)CC(C)O1 (stereo not drawn)
→ 104.0 | 0.1
CCn1c(-n2nc(C)cc2NC(=O)c2ccccc2)nc2ccccc21
→ 99.0 | -0.8
CC(C)=CC1C(C(=O)NN)C1(C)C (stereo not drawn)
→ 104.0 | 0.1
COc1cc(N(C(=O)Cn2nnc3ccccc32)C(C(=O)NCC2CCCO2)c2ccc(F)cc2)ccc1-n1cnnn1 (stereo not drawn)
→ 104.0 | 0.6
CCOC(=O)CSc1ncnc2sc3c(c12)CCC3
→ 100.0 | -0.5
CCOc1ccc(-n2c(SCc3ccc(C(=O)OC)o3)nc3c([nH]c4ccccc43)c2=O)cc1
→ 105.0 | -0.5
COC(=O)C(Sc1nc(C)cc(C)c1C#N)c1ccccc1 (stereo not drawn)
→ 105.0 | 0.7
CC(=O)NCCOc1nc(N2CCCCC2)nc(N2CCCCC2)n1
→ 104.0 | 1.2
COc1ccccc1CNC(=O)C(C)C
→ 104.0 | 0.4
O=C(CCCC1=NS(=O)(=O)c2ccccc2N1)Nc1ccccc1
→ 100.0 | -0.3
Cc1cc(C(=O)CSC(C)c2nc3ccccc3c(=O)[nH]2)c(C)n1C (stereo not drawn)
→ 127.0 | 3.8
Nn1c(C(=O)N2CCCC2)nc2ccccc2c1=O
→ 106.0 | 0.5
COc1ccc(CNc2nc(N)n(-c3ccccc3)n2)cc1
→ 101.0 | -0.2
O=C1CC(NCC2CCCCC2)C(=O)N1c1ccccc1 (stereo not drawn)
→ 103.0 | 0.5
COc1ccc(-c2nn(C)c3sc(C(=O)Nc4cccc(C#N)c4)cc23)cc1OC
→ 101.0 | 0.2
COc1ccccc1CNC(=O)CCCn1c(=O)c2ccccc2n(Cc2ccccc2F)c1=O
→ 99.0 | -2.1
O=C1/C(=C\c2ccc(F)cc2)N=C(c2ccccc2)N1Cc1ccc(F)cc1
→ 106.0 | 0.3
COc1ccc(C(=O)NCC2COc3ccccc3O2)cc1 (stereo not drawn)
→ 103.0 | 0.2
O=C(NCCCc1nc2ccccc2n1Cc1cccc(Cl)c1)c1ccco1
→ 105.0 | -0.4
CCc1nnc(NC(=O)c2noc3c2COc2ccc(C)cc2-3)s1
→ 102.0 | 0.2
COC(=O)c1ccc2c(=O)n(CCCCCC(=O)NCCc3ccccc3)c(=O)[nH]c2c1
→ 105.0 | -0.1
O=C(NCc1ccccc1)C1CCCN(S(=O)(=O)c2ccccc2)C1 (stereo not drawn)
→ 101.0 | 0.3
CC1C(=O)N2CCCc3cc(S(=O)(=O)N4CCCCC4)cc1c32 (stereo not drawn)
→ 99.0 | -1.1
O=C(N/N=C/c1cccc2c1OCCO2)c1ccc(CN2CCOCC2)cc1
→ 102.0 | 0.1
CSc1nnc(CCNC(=O)C(c2ccccc2)C2CCCC2)n1C (stereo not drawn)
→ 104.0 | 0.8
COc1ccc(C2CC(=O)Oc3c2c(=O)oc2ccccc32)c(OC)c1OC (stereo not drawn)
→ 99.0 | -0.9
CCCCn1c(=N)n(CC(=O)c2ccc(Cl)c(Cl)c2)c2ccccc21
→ 103.0 | 0.2
N#C/C(=C\c1cc2ccccc2nc1N1CCOCC1)C(=O)Nc1ccc2c(c1)OCCO2
→ 103.0 | 0.1
COc1ccc(C)cc1-n1nnc(C(=O)Nc2cccc(SC)c2)c1C
→ 113.0 | 0.3
CC1CCCCN1C(=O)CCn1c(=S)oc2ccccc21 (stereo not drawn)
→ 100.0 | 0.1
COc1ccc(NC(=O)c2oc3ccccc3c2NC(=O)c2cc(C)cc(C)c2)c(OC)c1
→ 108.0 | 1.1
CCOC(=O)Cn1c(=O)oc2cc(S(=O)(=O)N3CCCC(C)C3)ccc21 (stereo not drawn)
→ 106.0 | 0.3
CCN(c1ccccc1)S(=O)(=O)c1ccc(-c2cc(C)no2)s1
→ 116.0 | 2
O=C(Cc1ccccc1)NC1CC(=O)N(c2ccc3c(c2)OCCO3)C1 (stereo not drawn)
→ 111.0 | 1.2
CC(C)NS(=O)(=O)c1ccc(OCC(=O)NC2CCCCC2)c(Cl)c1
→ 101.0 | 0.6
CCn1c(=O)c2c(O)cc(=O)oc2c2ccccc21
→ 103.0 | 0.3
CC(C)(C)NC(=O)Cn1cc(S(=O)(=O)Cc2ccccc2)c2ccccc21
→ 103.0 | 0.1
CC(C)(C)C(=O)COC(=O)c1sc2ccccc2c1Cl
→ 102.0 | -0.2
Cc1ccc2nc(C)cc(C(=O)OCC(=O)C(C)(C)C)c2c1
→ 108.0 | 0.7
N#Cc1nc2c(-c3nc4ccccc4s3)c(N)n(CCc3ccccc3)c2nc1C#N
→ 103.0 | 0.3
CC(Oc1ccccc1F)C(=O)Nc1ccc(-c2nc3ccccc3s2)cc1 (stereo not drawn)
→ 101.0 | -0.4
Cc1cc(C)cc(Oc2coc3cc(O)ccc3c2=O)c1
→ 102.0 | 0.2
O=C(Cc1nc2ccccc2o1)c1cccnc1
→ 105.0 | 1.4
NCCS(=O)(=O)N1CCCC1
→ 101.0 | 0
Cc1nc2ccccc2n1CCc1nc2c3ccccc3nc(=S)n2[nH]1
→ 99.0 | -0.9
CCN(CCCNC(=O)CN1N=C(c2ccccc2)CCC1=O)c1ccccc1
→ 110.0 | -0.1
Cc1nc2ccccc2c(=O)n1-c1ccc(C(=O)NC2(C)CCS(=O)(=O)C2)cc1 (stereo not drawn)
→ 102.0 | -0.2
COc1ccccc1CNS(=O)(=O)c1ccc2c(c1)CC(C)N2C(C)=O (stereo not drawn)
→ 102.0 | -0.8
O=C1NC(=O)/C(=C/C(=O)c2ccccc2)S1
→ 99.0 | -0.7
O=C(O)/C=C/C(=O)NNc1ncnc2ccccc12
→ 105.0 | 0.6
CC(c1ccco1)N(C(=O)c1ccc(F)cc1)c1ccccn1 (stereo not drawn)
→ 100.0 | -0.6
NC(=O)c1ccc[n+]([C@@H]2O[C@H](COP(=O)([O-])OP(=O)(O)OC[C@H]3O[C@@H](n4cnc5c(N)ncnc54)[C@H](OP(=O)(O)O)[C@@H]3O)[C@@H](O)[C@H]2O)c1
→ 99.0 | -0.1
COc1ccc(Br)cc1CN(C)Cn1c(NCCO)nc2ccccc21
→ 102.0 | 0.1
CC(=O)Nc1ccc(NC(=O)C(c2ccccc2)N2Cc3ccccc3C2=O)cc1 (stereo not drawn)
→ 102.0 | -1.3

(next part)
Every second line gives: PV pol inh | PV pol inh FP z-score
CN(C(=O)CN1C(=O)c2ccccc2C1=O)c1ccccc1
→ 100.0 | -0.3
Cc1nc(Sc2ccccc2)c2oc3ccccc3c2n1
→ 103.0 | 0.1
CCN(CC)C(=O)CCN1C(=O)c2cc(Cl)c(Cl)cc2C1=O
→ 104.0 | 1.5
COc1ccc(-c2cc(-c3ccccc3)nc(N3CCCCC3)n2)cc1OC
→ 101.0 | 0.4
O=C(Cc1ccccc1F)N1CCC(c2nc3c(nnn3Cc3cccc(Cl)c3)c(=O)[nH]2)CC1
→ 100.0 | -1.5
Cc1cccc(OCC(=O)Nc2ccc3c(c2)N(C)C(=O)c2ccccc2S3)c1
→ 102.0 | -0.7
O=C(CCn1cnc2ccccc2c1=O)Nc1ccccc1C(F)(F)F
→ 99.0 | -1.3
Cc1nn(C)c2c1c(C(F)(F)F)cc(=O)n2CC(=O)NCc1ccc(OC(C)C)cc1
→ 103.0 | -0.7
Nn1c(SCC(=O)N2CCc3ccccc32)nnc1C(F)(F)F
→ 99.0 | -0.6
O=C(COc1cc(C(F)(F)F)cc(C(F)(F)F)c1)Nc1ccc2c(c1)OCO2
→ 104.0 | 0.1
CCOc1ccccc1CNC(=O)c1oc2c(c1C)-c1nn(Cc3cccc(Cl)c3)cc1CC2
→ 105.0 | -0.3
CCOC(=O)c1cc(CN)c(C)o1
→ 105.0 | 1.1
CC1CCN(c2cn[nH]c(=O)c2Br)CC1
→ 97.0 | -0.8
Cc1ccc(CN2CCC(CNC(=O)Nc3cccc(Cl)c3C)C2)cc1 (stereo not drawn)
→ 97.0 | -2.4
Cn1nc(C(=O)NCCN2CCC(Cc3ccccc3)CC2)c2c1-c1ccccc1OC2
→ 102.0 | -0.5
COc1ccc(Cl)cc1S(=O)(=O)Nc1ccc2[nH]c(=O)[nH]c2c1
→ 101.0 | -1.1
CCC(NC(=O)c1ccccc1)c1ccccc1 (stereo not drawn)
→ 103.0 | 0.6
CCn1c(=O)c2cc(C(=O)NCCCN3CCN(c4ccc(F)cc4)CC3)sc2c2ccccc21
→ 105.0 | 0.2
Cn1c(SCC(=O)NC2CC2)nnc1-c1cccs1
→ 103.0 | 0.4
O=C(NCCN1CCOCC1)c1cc2c(s1)-c1ccccc1OC2
→ 101.0 | 0

Given field by field: 4 of the compounds above
> CCC(NC(=O)c1ccccc1)c1ccccc1 (stereo not drawn)
- PV pol inh: 103.0
- PV pol inh FP z-score: 0.6
> CCn1c(=O)c2cc(C(=O)NCCCN3CCN(c4ccc(F)cc4)CC3)sc2c2ccccc21
- PV pol inh: 105.0
- PV pol inh FP z-score: 0.2
> Cn1c(SCC(=O)NC2CC2)nnc1-c1cccs1
- PV pol inh: 103.0
- PV pol inh FP z-score: 0.4
> O=C(NCCN1CCOCC1)c1cc2c(s1)-c1ccccc1OC2
- PV pol inh: 101.0
- PV pol inh FP z-score: 0

Additional compounds
Every second line gives: PV pol inh | PV pol inh FP z-score
CCOC(=O)c1ccccc1NC(=O)CSc1ccc(-c2cccs2)nn1
→ 109.0 | 0.5
COc1ccc(-c2noc(CN3CCC(C(=O)Nc4ccccc4)CC3)n2)cc1OC
→ 102.0 | 0
CC1(C)NC(=O)c2ccccc2O1
→ 97.0 | -1.1
CCC(C)NC(=O)c1ccc(NC(=O)C2=C(C)OCCS2)cc1 (stereo not drawn)
→ 100.0 | -0.8
COC(=O)c1ccc(C(=O)O)s1
→ 100.0 | -0.4
C=CCNc1nc(Nc2ccc(-c3nc4ccccc4o3)cc2)nc(OCC)n1
→ 103.0 | 0.2
COc1ccc(CCNC(=O)c2cc3c(=O)n(C)c4ccccc4c3n2C)cc1OC
→ 102.0 | 0.1
CN(Cc1ccccc1)C(=O)C1CCN(S(=O)(=O)Cc2ccccc2)CC1
→ 104.0 | -0.4
COC(=O)c1ccc2c(=O)n(CCO)c(SCCOc3ccc(Br)cc3)nc2c1
→ 107.0 | 0.6
CCOC(=O)c1ccc(NC(=O)c2noc3c2CCCC3)cc1
→ 111.0 | 0.5
O=C(CCC1CC(=O)Nc2ccccc21)NCc1ccccc1 (stereo not drawn)
→ 102.0 | 0.3
CC1CCCCN1C(=O)CSc1nc(C2CC2)nc2ccccc12 (stereo not drawn)
→ 101.0 | -0.1
Cc1ccc2c(c1)CCCN2C(=O)c1scc(S(=O)(=O)c2ccc(Cl)cc2)c1C
→ 103.0 | 0
CCN(CC)c1ccc(NC(=O)CSC(=O)c2ccccc2)cc1
→ 100.0 | -0.4
CN(C)C(=O)CSc1ccccc1C(=O)O
→ 106.0 | 0.4
O=C(CCOc1ccccc1)Nc1ccccc1N1CCOCC1
→ 107.0 | 0.5
Cc1ccc2nc(-c3ccccc3F)c(Nc3ccc(Cl)cc3)n2c1
→ 104.0 | -0.2
COc1ccccc1Nc1cccc2nonc12
→ 76.0 | -6.6
N#C/C(=C\c1ccccc1)C(=O)Nc1cccc2c1C(=O)NC2=O
→ 103.0 | -0.1
CC(=O)c1ccc(N2CCN(C(=O)c3cc4c(s3)-c3ccccc3OC4)CC2)cc1
→ 106.0 | 0.3
O=C1OC2(c3ccccc3)C3CCCC2C13
→ 106.0 | 0.8
N#Cc1sc2nc(-c3ccccc3)ccc2c1N
→ 99.0 | -0.2
CC1=C(C(=O)Nc2cccnc2)C(c2ccc(C)cc2)n2nc(SCc3ccccc3F)nc2N1 (stereo not drawn)
→ 106.0 | 0.3
CCc1nc2cc(C)c(C)cc2nc1CC
→ 103.0 | 0.4
CCOC(=O)NC1CCN(CC)CC1
→ 100.0 | 0
O=C(c1ccc(F)cc1F)N1CCC(c2nc(-c3ccc(S(=O)(=O)N4CCCC4)cc3)no2)CC1
→ 113.0 | 1.4
N#Cc1cc(C#N)c(SCC(=O)N(c2ccccc2)C2CCCCC2)nc1N
→ 130.0 | 3.5
CC1(C)CC(=O)C(CC2=C(O)CC(C)(C)CC2=O)=C(O)C1
→ 103.0 | -0.1
O=S1(=O)CCC(NCc2ccccc2)C1 (stereo not drawn)
→ 102.0 | 0.1
CCc1ccc(OCCCC(=O)Nc2ncn[nH]2)cc1
→ 99.0 | -0.3
COc1ccc(CCNCc2ccc3c(c2)n(C)c(=O)n3C)cc1
→ 103.0 | -0.8
C/C(=N\NC(=O)C1CC1)c1ccccc1O
→ 107.0 | 0.5
COc1cccc(-c2cc(C(=O)Nc3cccnc3Cl)no2)c1
→ 104.0 | 0
O=C(/C=C/c1cn(-c2ccccc2)nc1-c1cccs1)NC1CCC(O)CC1 (stereo not drawn)
→ 99.0 | -0.2
O=c1[nH]c(CN2CCCC2)nc2c(Br)cc(Br)cc12
→ 109.0 | 0.6
C=Cn1ccc(CCC)c1-c1cccs1
→ 114.0 | 3.2
Brc1cccc(C=NN2CCN(c3ccccn3)CC2)c1
→ 103.0 | 0.3
CSc1nn2c(=O)c(C)nnc2s1
→ 101.0 | -0.1
O=C(NCc1cccnc1)C1=CCN(S(=O)(=O)c2ccccc2)CC1
→ 102.0 | -0.7
NNC(=O)c1cc(-c2ccccc2)nc2ccccc12
→ 101.0 | 0.3
